Assay outcomes deposited in PubChem by National Center for Advancing Translational Sciences (NCATS).
GAA glycogen – qHTS Assay for Inhibitors and Activators of Human alpha-Glucosidase Cleavage of Glycogen. AID 2100, 2009. 0.38% of 300,000 active. recombinant GAA, glycogen substrate, Amplex Red glucose oxidase fluorescence. Lysosomal alpha-glucosidase (Homo sapiens), P10253. Potency, µM (series often up to 76.4 µM), for the others: top-dose activity change, negative = inhibition, most hits filed as inhibitors;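 also: 0% = full enzyme reaction and -100% = no-enzyme basal signal; the screen sought inhibitors and activators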
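Recombinant enzyme (4 nM final) with compounds titrated up to 77 uM and bovine liver glycogen (30 ug) in citrate pH 5.0, 0.01% Tween-20, 37 C 40 min. Released glucose detected by Amplex Red/glucose oxidase (Ex 573/Em 610); AC50 from Hill fits.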
Tau fluor counter – Counterscreen qHTS for Inhibitors of Tau Fibril Formation, Fluorescence Polarization; tau K18 P301L Alexa594 fluorescence, heparin fibrillization; Potency, µM (series often up to 57.7 µM), inactives show top-dose activity change, negative = decrease; 0.93% of 280,000 active; AID 1463, 2008; also: % is scaled to controls: 0 for no effect and ±100 for the full control effect; nearly all actives have a fitted effect of over 55% in size
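Human tau K18 P301L (15 uM unlabeled, 0.24 uM Alexa 594-labeled) in 100 mM sodium acetate pH 7 with 20 uM heparin, 6 hr at 37 C. ThT 30 uM added, 1 hr ambient; Alexa 594 FP and total fluorescence read at 555/632 nm.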
Tau FP inhib – qHTS for Inhibitors of Tau Fibril Formation, Fluorescence Polarization | K18 P301L tau heparin fibrillization, Alexa594 FP, 6 h | Potency, µM (titrated, usually from 57.7 µM), for inactives: top-dose activity, negative = inhibition, hits mostly inhibitors | 0.39% of 280,000 active; also: % is scaled to controls: 0 for no effect and ±100 for the full control effect; nearly all actives have a fitted effect of over 55% in size
Target sequence (P10636 561-689 P618L limits assumed): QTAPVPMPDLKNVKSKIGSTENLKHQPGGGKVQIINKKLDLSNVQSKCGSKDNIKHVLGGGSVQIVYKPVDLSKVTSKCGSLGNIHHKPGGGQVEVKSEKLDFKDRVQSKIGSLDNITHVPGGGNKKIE
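Read-out: fluorescence polarization of Alexa 594-labeled tau (0.24 uM), 555 nm excitation, 632 nm emission. Mixtures held 15 uM unlabeled K18 P301L, compound and 20 uM heparin, pH 7 acetate buffer, incubated 6 hr at 37 C.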
GAA spleen mod – qHTS Assay for Inhibitors and Activators of Human alpha-Glucosidase From Spleen Homogenate | Lysosomal alpha-glucosidase (Homo sapiens), P10253 | human spleen homogenate, 4-MU-alpha-glucoside fluorescence | Potency, µM (doses to about 79.9 µM), for inactives: at the highest dose activity change, negative = inhibition, usual class: inhibitors | 0.006% of 240,000 active;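 also: 0% = enzyme with vehicle and -100% = no enzyme basal signal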
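Compounds were titrated against alpha-glucosidase in spleen homogenate at pH 5.0, with 1 mM 4-methylumbelliferyl substrate for 40 min at 37 C. Reactions were quenched with pH 10 NaOH/glycine and fluorescence measured.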
aGal spleen mod – qHTS Assay for Inhibitors and Activators of Human alpha-Galactosidase From Spleen Homogenate; Alpha-galactosidase A (Homo sapiens), P06280; human spleen homogenate, 4MU-alpha-Gal fluorescence, 40 min; Potency, µM (highest dose often 80 µM), for the others: at the highest dose activity change, negative = inhibition, actives largely listed as inhibitors; 0.008% of 240,000 active;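 also: 0% = enzyme with vehicle and -100% = no enzyme basal signal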
Target sequence (P06280 32-429 limits assumed): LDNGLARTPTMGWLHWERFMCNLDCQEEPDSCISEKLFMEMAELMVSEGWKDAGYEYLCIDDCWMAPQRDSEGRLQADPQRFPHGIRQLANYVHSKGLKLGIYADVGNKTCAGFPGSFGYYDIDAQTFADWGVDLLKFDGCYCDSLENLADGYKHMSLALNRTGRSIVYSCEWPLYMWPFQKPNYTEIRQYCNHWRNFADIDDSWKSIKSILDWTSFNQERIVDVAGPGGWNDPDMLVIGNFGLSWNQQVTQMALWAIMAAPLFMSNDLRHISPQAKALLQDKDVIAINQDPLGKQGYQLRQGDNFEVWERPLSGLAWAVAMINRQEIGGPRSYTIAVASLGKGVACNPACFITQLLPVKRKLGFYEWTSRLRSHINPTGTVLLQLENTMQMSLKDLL
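qHTS titration in buffer at pH 5.0. Alpha-galactosidase activity in spleen homogenate was measured via 4-methylumbelliferone release from 1 mM fluorogenic substrate after 40 min at 37C and a pH 10 stop. AC50 came from Hill fits of control-normalized data.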
HTT ATP protect – qHTS Multiplex Assay to Identify Dual Action Probes in a Cell Model of Huntington: Cytoprotection (ATP) | PC12 HTT-Q103 induced, cytoprotection, ATP luminescence, 40 h | Potency, µM (highest dose often 56.4 µM), inactives show cytoprotection (ATP increase), hits mostly activators | 0.14% of 230,000 active | AID 1471, 2008;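 also: % of control where 0% means no effect; nearly all actives have a fitted effect of over 45% in size; toxic huntingtin expression switched on by the ecdysone agonist tebufenozide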
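Quantitative HTS on tebufenozide-induced (100 nM) PC12 cells expressing HTTQ103 exon 1–GFP; compounds tested as a concentration series; survival measured via cellular ATP.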
GAA inhib – qHTS Assay for Inhibitors of Human alpha-Glucosidase as a Potential Chaperone Treatment of Pompe Disease | Lysosomal alpha-glucosidase (Homo sapiens), P10253 | purified human GAA, 4-MU-alpha-glucoside fluorescence | Potency, µM (top dose mostly 76.9 µM), for the others: at the top dose activity change, negative = inhibition, hits mostly inhibitors | 0.005% of 200,000 active | AID 1466, 2008;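 also: plate controls were uninhibited enzyme wells for no effect and no-enzyme background for full effect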
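Endpoint fluorogenic read: 20 min room-temperature reaction of 4 nM human alpha-glucosidase with 400 uM 4-methylumbelliferyl-alpha-D-pyranoside, pH 5.0, quenched with 1M NaOH/1M glycine pH 10. AC50 from Hill modeling.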
Tau ThT inhib – qHTS for Inhibitors of Tau Fibril Formation, Thioflavin T Binding | 2.1% of 270,000 active | Potency, µM (top dose mostly 57.4 µM), for inactives: at the highest dose activity, negative = inhibition, most hits filed as inhibitors | Microtubule-associated protein tau (Homo sapiens), P10636 | AID 1460, 2008 | recombinant tau K18 P301L, heparin-induced fibrillization, ThT fluorescence; also: % is scaled to controls: 0 for no effect and ±100 for the full control effect; nearly all actives have a fitted effect of over 55% in size
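Fibril formation assay: tau K18 P301L at 15 uM with trace Alexa 594 label, heparin inducer 20 uM, pH 7 sodium acetate buffer, 37 C for 6 hr; endpoint ThT signal.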
Numbers without * were called inactive; ? = inconclusive; / = no result given; & = joins results of further samples; [ ] = dose if it differs, or a comment. Calls follow the shape of the dose curve; as a rule, active = well fitted curve in the direction sought with a large enough effect; inconclusive = small, poorly fitted or top-dose-only effect, or another doubt; inactive = no such curve, though single readings can be large; an effect the other way counts as inactive or inconclusive. Potency is read from the fitted curve at half-maximal effect. An unsorted share of the library; 3.3% or so of the library scored in one or more.

SMILES	GAA glycogen	Tau fluor counter	Tau FP inhib	GAA spleen mod	aGal spleen mod	HTT ATP protect	GAA inhib	Tau ThT inhib
O=C1c2sc3nc4c(c(=O)n3c2C(=O)N1c1ccccc1)CCC4	-9%	-7%	-4%	2%	-3%	0%	-4%	-6%
N#CCCn1cc(/C=N/NC(=O)c2ccncc2)c(-c2ccccc2)n1	-4%	-6%	-10%	-9%	-2%	3%[10 µM]	6%	-16%
CCCOc1ccc(C2C(C(=O)/C=C/c3ccco3)=C(O)C(=O)N2CCN2CCOCC2)cc1OC (configuration not stated)	-15%	?	-1%	2%	0%	-13%	-9%	?
O=S1(=O)CC(O)C(Nc2ccc(Cl)cc2)C1 (configuration not stated)	-2%	3%	5%	-8%	-3%	-11%[10 µM]	0%	1%
CC(C)C(=O)Nc1ccc(C(=O)c2ccccc2)cc1	0%	-10%	-6%	0%	0%	2%[1.9 µM]	-1%	-9%
CC(C)CCCNc1nc(N2CCOCC2)nc(N2CCOCC2)n1	-1%	-7%	4%	-2%	0%	3%[10 µM]	3%	-8%
Clc1ccc(Cn2cnc3ccccc32)cc1	3%	4%	7%	/	0%	-24%	-12%	3%
CC(NC(=O)CCN1N=C(c2ccccc2)CCC1=O)c1ccc2c(c1)OCCO2 (configuration not stated)	-8%	-3%	-12%	1%	6%	-43%[inhibitor]	-3%	-3%
CC(=O)Nc1ccc(Oc2cncc(Cl)c2)nc1	5%	4%	2%	4%	0%	-5%[10 µM]	/	1%
CCC(=O)N1CCc2cc(Br)cc(S(=O)(=O)N3CCCC(C(=O)Nc4ccc(OC)cc4OC)C3)c21 (configuration not stated)	-2%[76.3 µM]	-11%	10%	/	/	/	/	0%
N#CN(CC(N)=O)c1nc(N2CCCCC2)nc(N2CCCCC2)n1	5%	-1%	-6%	-9%	-11%	-20%	-5%	0%
CCSC1=C(C#N)C(c2ccccc2C)CC(=O)N1 (configuration not stated)	-5%	-4%	-1%	1%	1%	3%[10 µM]	4%	-6%
Cc1cccc(N=C2NN=C(c3ccccc3F)CS2)c1C	-7%	?	-7%	2%	1%	-23%	-2%	?
O=C(c1cn(CC(=O)N2CCCCC2)c2ccccc12)C1CC1	12%	-6%	0%	-8%	-3%	-6%	?	-1%
CN(C)C(=O)Cn1c(SCC(=O)N2CCCc3ccccc32)nc2ccccc21	-21%	5%	2%	3%	8%	-23%	-3%	3%
CNC(=S)NNC(=O)c1ccccc1Br	6%	-13%	-17%	3%	5%	8%[10 µM]	4%	-22%
COc1cccc(NC(=O)CSc2nnc(COc3ccc4c(c3)CCCC4)o2)c1	-8%	-25%	?	-13%	-5%	6%	2%	-10%
N#Cc1nc(-c2ccccc2)oc1NCCCn1ccnc1	?	15%	5%	1%	8%	3%[10 µM]	-3%	13%
Cc1ccc(C(=O)c2oc3ccccc3c2NC(=O)c2cc(-c3ccccc3O)n[nH]2)cc1	10%	?	?	-3%	-4%	9%[0.074 µM]	4%	?
CC(C)(C)NC(=O)C(c1ccccn1)N(C(=O)c1csnn1)C1CCCC1 (configuration not stated)	?	-3%	-5%	4%	-1%	19%[10 µM]	/	-5%
CNC(=O)C(=O)NCCc1ccc(Cl)cc1	-4%	-11%	-6%	-4%	-4%	3%	-1%	-13%
COc1cccc(N2CCN(C(=O)c3ccc(N4C(=O)NC5CC4(C)Oc4ccccc45)cc3)CC2)c1 (configuration not stated)	5%	-1%	6%	3%	10%	8%	-3%	-12%
COc1ccc(S(=O)(=O)N(C)C)cc1NC(C)C(=O)Nc1cccc(C#N)c1 (configuration not stated)	-11%	-8%	4%	2%	8%	/	-4%	-1%
COc1ccc(-c2ccnc3nc(N4CCOCC4)nn23)cc1	7%	3%	1%	-3%	10%	-12%	?	8%
S=C(Nc1ccccn1)c1ccccn1	?	-19%&-7%	-17%&-15%	-8%&-1%	-4%&-2%	-24%	-6%	?

Carrying on:
SMILES	GAA glycogen	Tau fluor counter	Tau FP inhib	GAA spleen mod	aGal spleen mod	HTT ATP protect	GAA inhib	Tau ThT inhib
CCn1cc(C(=O)NCCc2ccccc2)c(=O)c2cc(S(=O)(=O)N3CCCC3)ccc21	5%	-24%	4%	2%	8%	18%	-11%	-11%
CCOC(=O)C1=C(O)C(Nc2nc3ccccc3s2)(C(F)(F)F)N=C1C (configuration not stated)	0%	-3%	1%	-12%	15%	-19%	-8%	-5%
CCc1ccc(Nc2nnc(SCC(=O)N(C)C3CCS(=O)(=O)C3)s2)cc1 (configuration not stated)	-6%	-19%	-5%	-1%	-2%	-54%[inhibitor][10 µM]	/	-4%
Cc1ccc(S(=O)(=O)c2nnn(CC(=O)Nc3ccccc3C)c2N)cc1C	-2%[76.3 µM]	-6%	?	/	/	/	/	7%
O=C(CSc1nc2c(oc3ccccc32)c(=O)n1-c1ccccc1)Nc1ccccc1F	2%[76.3 µM]	-15%	-17%	/	/	/	/	-2%
CCN1CCN(C2CCN(C(C)=O)CC2)CC1	6%	5%	1%	-4%	-21%	3%	-3%	3%
O=S(=O)(NCc1ccccc1)c1ccc(Br)c2nsnc12	-3%	?	12%	-6%	-1%	-5%[10 µM]	/	/
CCc1cccc(OCC(=O)Nc2ccc(S(=O)(=O)Nc3ncccn3)cc2)c1	14%[76.3 µM]	-1%	-3%	/	/	/	/	0%
C=CCNc1cnn(CC(C)=O)c(=O)c1Br	4%	-4%	2%	-6%	-5%	8%[10 µM]	-5%	-3%
O=C(Nc1ncc(Cc2ccccc2)s1)C1COc2ccccc2O1 (configuration not stated)	10%	-20%	-3%	-8%	5%	-5%	-3%	-4%
c1ccc(CSc2nnc(SCc3ccccn3)s2)nc1	7%	-11%	-13%	-1%	1%	-43%[inhibitor]	-2%	-9%
CCCCCOC(=O)C1[C@H]2C(=O)N(Cc3cccs3)C[C@]23C=C[C@H]1O3 (some centres not stated)	-5%	4%	0%	3%	1%	-12%	-1%	-10%
COc1ccc(Nc2nc(N3CCCCC3)nc3ccccc23)c(OC)c1	-6%	?	2%	2%	27%	-22%	?	-16%
CCOc1ccc(/C=N/NC(=O)c2[nH]ncc2Br)c(O)c1	18%	-19%	10%	-3%	0%	/	13%	?
COc1ccc(-n2ncc3c(=O)n(Cc4c(F)cccc4Cl)cnc32)cc1	19%	-6%	-10%	2%	-1%	12%[10 µM]	?	5%
Cc1c(C(=O)Nc2ccc3c(c2)OCO3)sc2ncn(CC(=O)N3CC(C)CC(C)C3)c(=O)c12 (configuration not stated)	9%	-17%	0%	-4%	-2%	3%[10 µM]	3%	-2%
O=C(c1ccccc1)c1n[nH]c(-c2ccccc2)cc1=O	1%	-2%	9%	3%	2%	-28%	6%	-3%
CCc1ccc(C2=NN(C(C)=O)C(c3ccco3)C2)cc1 (configuration not stated)	-4%	-12%	9%	-3%	13%	7%	6%	?
C=CCc1c(C)nc(C)nc1N/N=C/c1ccccc1O	-15%	-21%	3%	0%	?	-57%[inhibitor][10 µM]	4%	-16%

Taken from above, 13 compounds:
SMILES	GAA glycogen	Tau fluor counter	Tau FP inhib	GAA spleen mod	aGal spleen mod	HTT ATP protect	GAA inhib	Tau ThT inhib
CCn1cc(C(=O)NCCc2ccccc2)c(=O)c2cc(S(=O)(=O)N3CCCC3)ccc21	5%	-24%	4%	2%	8%	18%	-11%	-11%
CCOC(=O)C1=C(O)C(Nc2nc3ccccc3s2)(C(F)(F)F)N=C1C (configuration not stated)	0%	-3%	1%	-12%	15%	-19%	-8%	-5%
CCc1ccc(Nc2nnc(SCC(=O)N(C)C3CCS(=O)(=O)C3)s2)cc1 (configuration not stated)	-6%	-19%	-5%	-1%	-2%	-54%[inhibitor][10 µM]	/	-4%
Cc1ccc(S(=O)(=O)c2nnn(CC(=O)Nc3ccccc3C)c2N)cc1C	-2%[76.3 µM]	-6%	?	/	/	/	/	7%
O=C(CSc1nc2c(oc3ccccc32)c(=O)n1-c1ccccc1)Nc1ccccc1F	2%[76.3 µM]	-15%	-17%	/	/	/	/	-2%
CCN1CCN(C2CCN(C(C)=O)CC2)CC1	6%	5%	1%	-4%	-21%	3%	-3%	3%
O=S(=O)(NCc1ccccc1)c1ccc(Br)c2nsnc12	-3%	?	12%	-6%	-1%	-5%[10 µM]	/	/
CCc1cccc(OCC(=O)Nc2ccc(S(=O)(=O)Nc3ncccn3)cc2)c1	14%[76.3 µM]	-1%	-3%	/	/	/	/	0%
C=CCNc1cnn(CC(C)=O)c(=O)c1Br	4%	-4%	2%	-6%	-5%	8%[10 µM]	-5%	-3%
O=C(Nc1ncc(Cc2ccccc2)s1)C1COc2ccccc2O1 (configuration not stated)	10%	-20%	-3%	-8%	5%	-5%	-3%	-4%
c1ccc(CSc2nnc(SCc3ccccn3)s2)nc1	7%	-11%	-13%	-1%	1%	-43%[inhibitor]	-2%	-9%
CCCCCOC(=O)C1[C@H]2C(=O)N(Cc3cccs3)C[C@]23C=C[C@H]1O3 (some centres not stated)	-5%	4%	0%	3%	1%	-12%	-1%	-10%
COc1ccc(Nc2nc(N3CCCCC3)nc3ccccc23)c(OC)c1	-6%	?	2%	2%	27%	-22%	?	-16%
